Myeloid diff MLP: promotes myeloid progenitor differentiation. ER-HoxA9 myeloid progenitors, lysozyme-GFP differentiation, flow cytometry. calls only at 10 µM. 360,000 compounds, 1% hits. AID 624256;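 active means normalized GFP-positive differentiation at or above the plate's own cutoff, the solvent-only control mean plus 3 SD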;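 further: cells exposed to compound for four days before flow analysis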
T cell modulator: modulates CD8 T cell binding to vesicles. 2C CD8+ T cell-vesicle binding, flow cytometry; hits give low values. 330,000 compounds, 0.068% hits. AID 2052. calls only at 7 µM;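 active means response, share of CD8 T cells binding vesicles, and their 90th percentile fluorescence all below set limits, cut at about 80% in these data, passing the limit was not always enough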
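System: murine 2C transgenic CD8+ T lymphocytes; also added: QL9-loaded Drosophila micro-vesicles; times: binding 1.5 h at 37 °C; measured by: flow cytometry, PE anti-B7-1 (FL2) versus Alexa647 anti-CD8 (FL8), PFA-fixed; control set: Peptide-free naked vesicles (low) and QL9 vesicles with 0.7% DMSO vehicle (high)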
GPR55 activation: selective activators of receptor GPR55 – imaging, U2OS cells, beta-arrestin-GFP redistribution, primary screen (AID 1961). U2OS GPR55 beta-arrestin-GFP redistribution imaging; higher % means a stronger effect. one-dose activation, % at 10 µM; EC50 in µM for titrated hits. 290,000 compounds, 0.048% hits;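 active means activation above 40% with more than 50 cells counted in the well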;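 further: U2OS osteosarcoma cells stably expressing GPR55 and beta-arrestin-GFP; plate controls were DMSO negative control for no effect and LPI positive control for full effect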
KOR beta-arrestin-1: KOR agonists, beta-arrestin recruitment, primary screen, cell-based, luminescence, uHTS (AID 1777). KOR beta-arrestin recruitment, luminescence; higher % means a stronger effect. 280,000 compounds, 0.02% hits. activation, % at 10 µM, or EC50 in µM where a hit was titrated; in the data active means activation above about 50%, passing the limit was not always enough; further: a part of the inactive calls stands beside numbers as strong as those of hits
NOD1 NF-kB reporter: NOD1 signaling inhibitors, primary screen, cell-based, luminescence, uHTS (AID 1578); NOD1-driven NF-kB luciferase reporter cells, luminescence; higher % means a stronger effect; 290,000 compounds, 1% hits; one-dose inhibition, % at 4 µM; EC50 in µM for titrated hits; in the data active means inhibition mostly above about 36%, no sharp cut-off; inactive means mostly below about 34%;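 further: HEK-293T reporter cells stimulated with the NOD1 agonist gamma-tri-DAP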
KOR beta-arrestin-2: kappa opioid receptor blockers – cell-based, luminescence, uHTS (AID 1778). KOR beta-arrestin recruitment, luminescence, antagonist mode; higher % means a stronger effect. inhibition, % at 10 µM; hits with a dose series show IC50 in µM. 290,000 compounds, 0.091% hits; further: strong numbers were not always called active
NTR1 agonist: NTR1-driven beta-arrestin-GFP spot formation – imaging, U2OS cells, high content, primary screen (AID 493036); agonist mode; 330,000 compounds, 0.17% hits; activation, % at 20 µM;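 active means activation at or above 40% of the spot to cytoplasm intensity ratio, with at least 20 cells analyzed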;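 further: 0% = DMSO without peptide and 100% = 100 nM NTR1 peptide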
Target sequence (P30989 whole entry, looked up): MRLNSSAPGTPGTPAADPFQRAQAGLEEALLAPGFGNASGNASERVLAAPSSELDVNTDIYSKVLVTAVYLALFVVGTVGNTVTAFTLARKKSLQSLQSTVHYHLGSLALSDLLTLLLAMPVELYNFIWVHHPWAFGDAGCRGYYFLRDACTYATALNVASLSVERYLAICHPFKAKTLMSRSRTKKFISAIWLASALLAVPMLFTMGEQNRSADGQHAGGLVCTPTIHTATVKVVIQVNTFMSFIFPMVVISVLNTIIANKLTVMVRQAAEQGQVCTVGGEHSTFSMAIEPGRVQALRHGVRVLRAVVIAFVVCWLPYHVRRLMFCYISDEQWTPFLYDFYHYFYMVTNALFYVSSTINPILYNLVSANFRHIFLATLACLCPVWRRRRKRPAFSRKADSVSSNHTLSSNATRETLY
GPR55 antagonists: inhibition of LPI-stimulated GPR55 beta-arrestin translocation – imaging, U2OS, beta-arrestin-GFP, LPI agonist, primary screen (AID 2013); 290,000 compounds, 0.13% hits; U2OS GPR55 beta-arrestin-GFP translocation imaging, LPI antagonism; higher % means a stronger effect; inhibition, % at 10 µM; hits with a dose series show IC50 in µM;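 active means spots per cell inhibited over 60%, with over 100 cells counted and total cytoplasm intensity under 500,000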;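 further: U2OS cells stably carrying GPR55 and arrestin-GFP stimulated by 5 µM LPI near EC80; imaged beta-arrestin-GFP aggregate spots per cell after agonist stimulation; plate controls were LPI-stimulated DMSO wells for no effect and DMSO wells without LPI for full effect; some results filed as inactive read as strong as hits; confirmed hits need IC50 under 10 µM and bright autofluorescent wells are also inconclusive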
NOD2 inhibition: NOD2 signaling inhibitors, cell-based, luminescence, uHTS, HEK293 (AID 1566); 290,000 compounds, 0.63% hits; HEK293 NOD2/NF-kB luciferase reporter, luminescence; higher % means a stronger effect; one-dose inhibition, % at 4 µM; EC50 in µM for titrated hits; further: many of its hits are not listed in these tables
T cell modulator vesicle-bound %: further read-out of T cell modulator, marked with its call; double positive events, %; measured here: CD8+ vesicle-bound cell fraction;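 binding gate set so that unloaded-vesicle control wells show 10% double positive cells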
NTR1 agonist cell count 20 µM: second read-out of NTR1 agonist, no call of its own (marks repeat the call); cell count; measured here: cell count, cytotoxicity flag
Myeloid diff MLP GFP+ MAC1+ %: second read-out of Myeloid diff MLP, no call of its own (marks repeat the call); GFP+ MAC1+ double positive, %; measured here: differentiation confirmed by MAC1 staining
Starred values were filed as active, the others as inactive; i = inactive; / = no result given; [ ] = dose if it differs, or a comment. Unless noted, no stated cut-off is given here; in the data, active means inhibition above about 50%; inactive means the rest. Some of the compounds tested. The share of hits here may be higher or lower than overall.

SMILES	Myeloid diff MLP	Myeloid diff MLP GFP+ MAC1+ %	T cell modulator	T cell modulator vesicle-bound %	GPR55 activation	KOR beta-arrestin-1	NOD1 NF-kB reporter	KOR beta-arrestin-2	NTR1 agonist	NTR1 agonist cell count 20 µM	GPR55 antagonists	NOD2 inhibition
C[C@H](NC(N)=O)C(=O)N1CCN(S(=O)(=O)c2ccc3ccccc3c2)CC1	i	1.0	i	6	-0.2%	-6.3%	-39%	-20%	-0.8	52	1%	-16%
Cc1cc(C)n(-c2cc(=O)n(C)c(=O)n2C)n1	i	0.7	i	39	-0.1%	3.3%	-19%	2%	1.3	50	0%	0%
O=C(CN1CC[n+]2c(-c3ccccc3)csc21)c1ccc(Br)cc1	i	0.7	i	22	0.8%	4.8%	-9%	-23%	3.4	51	14%	-12%
CCOC(=O)c1[nH]c2ccc(C(=O)OC)cc2c1C(=O)OCC	i	1.3	i	18	-0.3%	-5.3%	24%	-3%[20 µM]	5.1	105	12%	21%
COc1cc2c(cc1OC)CN(C(=O)c1ccccc1C(=O)O)CC2	i	2.6	i	63	-0.2%	1.3%	9%	-32%	-0.3	83	3%	3%
COC(=O)c1ccc(CN2C(=O)c3ccccc3C2=O)o1	i	2.9	i	29	0.3%	-0.6%	1%	-17%	1.3	47	-5%	-26%
CC(=O)N1CCOc2ccc(S(=O)(=O)NCC3CCC(C(=O)Nc4ccc(C)cn4)CC3)cc21 (configuration not stated)	i	0.0	i	26	0.0%	4.6%	7%	-29%	1.8	50	4%	37%
CCOc1cc(/C=C2\C(=N)N3N=CSC3=NC2=O)ccc1OS(=O)(=O)c1ccccc1	i	1.2	i	5	-0.1%	-2.2%	-8%	-11%	1.9	56	3%	4%
N#Cc1cccc2c1-c1ccccc1/C2=N/NC(N)=O	i	0.6	i	63	0.0%	2.0%	3%	13%	-0.1	70	-7%	-46%
O=C(O)c1ccc(C(=O)Nc2cccc3ccccc23)c(C(=O)O)c1	i	1.3	i	57	0.3%	0.0%	-24%	-10%	-1.4	43	4%	5%
Cc1cccc(C(=O)OCc2cc3ccccc3[nH]c2=O)c1	i	1.1	i	44	0.6%	-2.7%	13%	-2%	-2.9	85	9%	-12%
C[C@H](NS(=O)(=O)c1ccc(Cl)cc1)C(=O)OCC(=O)c1ccc[nH]1	i	0.5	i	19	0.7%	-1.4%	-9%	18%	-0.1	68	2%	8%
Cc1cn2c(-c3ccncc3)nnc2s1	i	0.0	i	44	0.0%	4.2%	17%	0%	-0.5	62	0%	11%
CCOc1ccc2nc(-c3ccccc3)[nH]c2c1	i	1.7	i	26	-0.2%	7.7%	-12%	-5%	-1.4	70	-3%	-161%
COc1ccc(NC(=O)C2CCCN(S(=O)(=O)c3ccc4c(c3)oc(=O)n4C)C2)cc1OC (configuration not stated)	i	2.3	i	26	0.3%	0.0%	-11%	-15%	0.2	47	-5%	7%
C/C(=N/NC(=O)c1ccc(Br)o1)c1ccc(C)o1	i	0.3	i	2	0.3%	8.0%	33%	-63%	-0.5	58	14%	5%
O=[N+]([O-])c1ccccc1CSc1nnc2ccccn12	i	0.1	i	16	-0.3%	5.0%	-29%	-12%	-0.2	40	-3%	-21%
Cc1cc(N/N=C/c2ccccc2)nc(NCc2ccccc2)n1	i	0.0	i	14	0.1%	5.8%	-15%	12%	10	52	16%	16%
O=[N+]([O-])c1cccnc1N1CCCCC1	i	2.1	i	42	0.0%	-0.4%	8%	-2%	2.1	71	12%	12%
CN(C)Cc1ccccc1Sc1ccc(Br)cc1	i	0.9	i	8	-0.3%	-0.9%	-30%	4%	0.8	66	8%	2%
CCOc1ccc(CN(CC)C(=O)c2ccc3c(c2)[nH]c(=O)c(=O)n3CC)cc1OC	i	0.3	i	20	-0.1%	3.8%	31%	-29%	-0.3	46	7%	-18%
CN1C(=O)C2(C(C#N)=C(N)N(c3cc(Cl)cc(Cl)c3)C3=C2C(=O)CCC3)c2ccccc21 (configuration not stated)	i	0.5	i	24	0.0%	0.4%	8%	-26%	3.8	42	-10%	53%*
O=C(CCCn1c(=O)c2ccccc2n(Cc2cccc(F)c2)c1=O)NC1CCN(Cc2ccccc2)CC1	/	/	i	25	0.3%	-3.4%	-11%	7%	1.1	61	19%	-44%
O=C(COC(=O)c1ccc(Cl)nc1)c1ccc2c(c1)OCCO2	i	0.6	i	39	0.4%	2.3%	-41%	-17%	0.5	44	-1%	-9%
Cc1ccc(S(=O)(=O)NNC(=O)C(=O)NNc2ccccn2)cc1	i	0.3	i	32	0.6%	1.7%	-21%	-3%	0.2	53	0%	7%
Cc1noc(C)c1-c1nnc(-c2ccc(C(F)(F)F)cc2)o1	i	0.2	i	8	-0.2%	-0.4%	-3%	25%	0.2	69	7%	-9%
O=C(CN1C(=O)c2ccccc2S1(=O)=O)NC1CCCCC1	i	0.4	i	10	-0.2%	-0.5%	1%	-3%	-0.6	36	-3%	-8%
CC1CCN(C(=O)Cn2c(=O)n(Cc3ccco3)c(=O)c3sccc32)CC1	/	/	i	28	0.5%	-4.2%	-34%	-14%	-0.6	50	10%	15%
CCOC(=O)c1cnn(-c2ccc(C(C)C)cc2)c1NC(=O)C1CCC1	i	0.7	i	52	-0.1%	2.5%	-9%	6%	0.0	46	7%	-31%
O=C(Nc1cc(S(=O)(=O)N2CCCCC2)ccc1Oc1ccccc1)C1=COCCO1	i	1.3	i	56	-0.1%	1.6%	28%	-7%	2.6	41	24%	-11%
Cc1cc(C)n2nc(N)c(N=Nc3ccc4c(c3)OCO4)c2n1	i	0.2	i	5	-0.1%	6.9%	23%	-2%	2.9	46	10%	15%
Nc1cccc(C(=O)NCCNC(=O)c2cccc(N)c2)c1	i	0.3	i	56	-0.1%	-0.1%	3%	-22%	0.9	88	2%	0%
COc1ccc(-c2cc(C(=O)NCc3ccccc3)no2)cc1OC	i	8.2	i	14	0.0%	0.6%	-22%	5%	1.0	84	12%	-32%
COc1ccc2c(c1)Cc1sc(NC(C)=O)nc1-2	i	0.7	i	11	0.5%	-1.5%	-34%	9%	-0.3	75	4%	-98%
CCNC(=O)CN(c1ccc(C)cc1)S(=O)(=O)c1ccccc1	i	0.5	i	25	-0.1%	1.6%	17%	-6%	-1.6	70	14%	11%
CN1C(=O)C(O)(CC(=O)c2ccc3c(c2)OCO3)c2ccccc21 (configuration not stated)	i	7.1	i	26	-0.1%	-1.4%	-9%	-11%	0.1	52	-14%	-3%
O=C(Cc1ccc(F)cc1)N/N=C/c1ccccn1	i	0.0	i	57	-0.1%	-2.0%	-13%	10%	-2.1	79	3%	18%
NC(=O)CC(NC(=O)Cc1ccc(Cl)cc1)c1ccc(N2CCN(c3ccccn3)CC2)c([N+](=O)[O-])c1 (configuration not stated)	i	1.4	i	59	0.7%	1.4%	-19%	-13%[20 µM]	6.0	85	8%	16%
Cc1ccc2nc(-c3cccc(S(=O)(=O)N(C)C)c3)cn2c1	/	/	i	49	-0.1%	-2.5%	-39%	24%	-0.3	42	-8%	-49%
CCOc1ccccc1NS(=O)(=O)c1ccc(Br)s1	i	1.0	i	12	0.6%	-0.4%	-9%	9%	1.6	49	-6%	11%
COc1ccc(Cl)cc1NC(=O)C(OC)c1ccccc1 (configuration not stated)	i	0.7	i	57	-0.1%	-0.8%	-2%	-22%[20 µM]	-0.4	56	7%	16%
O=C(NC1CCCN(c2ccc(C(F)(F)F)cn2)C1)c1ccnc(Cl)c1 (configuration not stated)	i	0.4	i	8	-0.1%	2.3%	-14%	6%	0.9	65	12%	4%
CCOCC(=O)Nc1nc2ccccc2s1	i	1.2	i	14	-0.4%	-1.5%	-29%	8%	-1.1	47	5%	1%
NS(=O)(=O)c1ccc(N2C(=O)C3CC=CCC3C2=O)cc1 (configuration not stated)	i	0.4	i	35	-0.1%	5.9%	-40%	-40%	-0.1	24	3%	1%
CCOC(=O)c1c(P(=O)(N2CCOCC2)N2CCOCC2)noc1N	i	3.8	i	54	0.1%	-0.4%	-8%	0%	-1.1	58	8%	-1%
COc1ccc(C(=O)NCCSCc2ccc(Cl)cc2)cc1OC	i	0.6	i	10	-0.2%	1.7%	0%	7%	0.8	54	5%	7%
CCCCNc1ccccc1C(=O)OCC(=O)Nc1ccc(S(N)(=O)=O)cc1	i	0.6	i	15	0.0%	-1.1%	-6%	-51%	8.5	107	0%	12%
O=C(NCc1ccccc1)Nc1cccn(Cc2ccc(Cl)cc2)c1=O	i	0.9	i	24	-0.1%	1.3%	10%	5%	1.2	46	-3%	17%
Cc1ccccc1NC(=O)c1ccc([N+](=O)[O-])o1	i	0.8	i	59	-0.2%	-0.4%	-22%	6%[20 µM]	0.3	88	-3%	9%
Cc1cc(C)nc(SCC(=O)OCC(=O)Nc2ccccc2)n1	i	2.0	i	41	-0.2%	-3.5%	-19%	-20%	2.3	49	4%	0%
CCOc1[nH]n(-c2ccccc2)c(=O)c1C=Nc1ccc(OC)cc1	i	0.0	i	18	0.3%	-1.0%	-46%	-2%	3.1	86	-3%	8%
COc1ccccc1C(=O)NCCC(=O)N(C)Cc1ccc(C)o1	i	0.9	i	10	-0.1%	-1.3%	-36%	-7%	-0.6	52	-6%	0%

3 compounds from above, sorted by the value under T cell modulator vesicle-bound %, high to low:
SMILES | T cell modulator vesicle-bound %
COc1ccc(Cl)cc1NC(=O)C(OC)c1ccccc1 (configuration not stated) | 57
Cc1cc(C)nc(SCC(=O)OCC(=O)Nc2ccccc2)n1 | 41
CCOc1[nH]n(-c2ccccc2)c(=O)c1C=Nc1ccc(OC)cc1 | 18

Sorted by formula weight (smallest number first): 3 of the compounds above.
SMILES	Myeloid diff MLP	Myeloid diff MLP GFP+ MAC1+ %	T cell modulator	T cell modulator vesicle-bound %	GPR55 activation	KOR beta-arrestin-1	NOD1 NF-kB reporter	KOR beta-arrestin-2	NTR1 agonist	NTR1 agonist cell count 20 µM	GPR55 antagonists	NOD2 inhibition
CCOCC(=O)Nc1nc2ccccc2s1	i	1.2	i	14	-0.4%	-1.5%	-29%	8%	-1.1	47	5%	1%
Cc1ccccc1NC(=O)c1ccc([N+](=O)[O-])o1	i	0.8	i	59	-0.2%	-0.4%	-22%	6%[20 µM]	0.3	88	-3%	9%
O=C(NC1CCCN(c2ccc(C(F)(F)F)cn2)C1)c1ccnc(Cl)c1 (configuration not stated)	i	0.4	i	8	-0.1%	2.3%	-14%	6%	0.9	65	12%	4%

Source: PubChem (several laboratories)
